SR-BI DiI-HDL act – activators of SR-BI mediated HDL lipid uptake | CHO ldlA[mSR-BI] cells, DiI-HDL uptake fluorescence, 3 h; 100 = double the neutral-control signal | activation, % at 12.5 µM | 320,000 compounds, 0.096% hits;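 active = mean replicate activation of at least 60% and every replicate at or above 60%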;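 note: 0% = median plate neutral-control signal and 100% = twice that signal; values of inactives mirror those of a sister screen read the other way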
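Test system: SR-BI-overexpressing, LDLR-lacking CHO cells; Also added: labelled HDL, 10 µg/mL; Measured by: bottom-read cell fluorescence after medium removal, ex 550/em 595 nm; Timing: 3 h uptake period with compound, 37 °C; Buffer or medium: F12, 0.5% BSA, 25 mM HEPES; Doses: single compound concentration, delivered by pin transfer.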
PKA-R2B activ – activates the human PKA-R2B holoenzyme complex. PKA-R2B holoenzyme dissociation, Cy5-IP20 fluorescence polarization; R2B truncated from residue 108, S112A mutant; 0% DMSO only, 100% 113 µM cGMP. AID 504700. 340,000 compounds, 0.079% hits. P22694+P31323. activation, % at 11.4 µM;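 active = activation above a cutoff set at the mean over all compounds plus 3 SD, cut at about 18% in these data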;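 note: higher means more holoenzyme dissociation and a rise in polarization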
Target sequence (P31323 whole entry, looked up, other chains not shown, the tested form may be a part): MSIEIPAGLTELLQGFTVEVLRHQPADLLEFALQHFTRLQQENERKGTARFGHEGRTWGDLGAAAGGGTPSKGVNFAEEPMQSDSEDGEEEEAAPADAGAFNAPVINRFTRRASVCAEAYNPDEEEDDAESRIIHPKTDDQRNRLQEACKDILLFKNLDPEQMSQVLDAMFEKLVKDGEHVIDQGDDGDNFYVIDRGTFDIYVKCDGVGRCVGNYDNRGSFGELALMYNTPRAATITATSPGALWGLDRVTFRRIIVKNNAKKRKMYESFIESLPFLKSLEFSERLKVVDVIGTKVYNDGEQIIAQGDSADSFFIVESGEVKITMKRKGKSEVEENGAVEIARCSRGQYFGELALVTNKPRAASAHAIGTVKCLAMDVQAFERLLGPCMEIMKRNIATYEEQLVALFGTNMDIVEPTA
Cardiac RTF inh – cardiac RTF calcium desensitization; inhibition, % at 7.15 µM; AID 493244; 340,000 compounds, 0.12% hits; IANBD-labeled cardiac RTF, Ca2+ fluorescence;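 active = inhibition above the mean inhibition of all tested compounds plus 3 SD, cut at about 17% in these data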;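 note: assay run at fixed EC70 calcium of 1.6 mM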
cardiac RTF act – cardiac RTF calcium sensitization; activation, % at 7.2 µM; 340,000 compounds, 0.24% hits; IANBD-labeled TnC RTF fluorescence at EC20 calcium; 0% EC20 calcium, 100% full calcium; AID 493008; P19429+P45379;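 active = activation above the mean over all tested compounds plus 3 SD, cut at about 30% in these data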;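 note: rise in fluorescence read as greater calcium sensitivity of cardiac thin filaments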
CAL PDZ FP-1 – inhibitors of human CAL PDZ peptide binding; 300,000 compounds, 0.92% hits; purified CAL PDZ, TMR-peptide fluorescence polarization, 1 h; AID 602252; inhibition, % at 24.9 µM;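 active = mean inhibition of at least 30% with at least half of replicates also reaching 30%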;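 note: 0% = DMSO neutral control and 100% = excess unlabeled competitor peptide PRC23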
CAL PDZ FP-2 – inhibitors of human CAL PDZ peptide binding | Q9HD26 | purified CAL PDZ, TMR-peptide fluorescence polarization, 1 h | inhibition, % at 20 µM | 330,000 compounds, 0.02% hits | AID 504414;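 active = highest replicate inhibition of at least 40%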;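 note: plate controls were DMSO neutral control wells for no effect and unlabeled competitor peptide control wells for full effect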
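Test system: purified CerCALP PDZ construct; Compound dosing: one concentration, 20 µM compound; Also added: TMR-labelled reporter peptide T*-PRC34 bound in PDZ groove; Read-out: inhibition from polarization loss; Controls: unlabelled peptide and DMSO controls; Signal: FP readout, S and P plane fluorescence; Incubation: 1 h at RT.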
Keap1-Nrf2 PPI – Keap1-Nrf2 (human) interaction inhibition; Q14145; Keap1 Kelch-Nrf2 peptide fluorescence polarization, 1536-well; inhibition, % at 9.4 µM; 340,000 compounds, 0.15% hits; AID 504523; in the data active = inhibition above about 12%;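 note: human Keap1 Kelch domain with fluorescein labeled Nrf2 9mer peptide probe; 0% = neutral control wells and 100% = peptide positive control; higher means more block of Keap1 binding to Nrf2 peptide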
DAGLB inhibitor – blocks human DAGLB lipase activity. inhibition, % at 5.17 µM. AID 504411. 340,000 compounds, 0.059% hits. Q8NCG7. HEK293T DAGLB membrane lysate, EnzChek fluorogenic substrate; in the data active = inhibition above about 34%;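 note: 0% = enzyme with vehicle and 100% = wells lacking enzyme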
LANA DNA inh – KSHV C-LANA DNA binding inhibition; inhibition, % at 9 µM; MBP-C-LANA/FAM-LBS DNA binding, fluorescence polarization; 340,000 compounds, 0.078% hits;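 active = highest replicate inhibition at or above 60% at 9 µM, even if other replicates fall short; inactive = all replicates below 60% inhibition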;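 note: 0% = neutral control wells and 100% = 4 µM acridine orange control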
Rtt109 Vps75 – C. albicans Rtt109 histone acetyltransferase inhibition; Q5AAJ8; purified Rtt109/Vps75, ThioGlo CoA-SH fluorescence, 4 h; inhibition, % at 34.9 µM; 330,000 compounds, 0.16% hits; AID 540336;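 active = inhibition of at least 50% in every replicate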
Target sequence (Q5AAJ8 whole entry, looked up): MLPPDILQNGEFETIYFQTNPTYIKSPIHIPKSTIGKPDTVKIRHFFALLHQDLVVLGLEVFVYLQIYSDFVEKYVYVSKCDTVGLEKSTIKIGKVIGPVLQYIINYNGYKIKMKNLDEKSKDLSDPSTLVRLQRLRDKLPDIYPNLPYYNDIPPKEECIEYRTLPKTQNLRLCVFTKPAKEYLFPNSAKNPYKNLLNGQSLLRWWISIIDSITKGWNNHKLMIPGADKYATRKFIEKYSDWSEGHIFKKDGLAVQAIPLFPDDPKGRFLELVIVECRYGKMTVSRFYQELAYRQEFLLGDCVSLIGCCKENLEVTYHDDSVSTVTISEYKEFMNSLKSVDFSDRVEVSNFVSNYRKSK
Active calls of the source: *; . = not tested or not shown. Outcome played no part in choosing rows; about 1.6% have a hit in one of these screens.

SMILES	SR-BI DiI-HDL act	PKA-R2B activ	Cardiac RTF inh	cardiac RTF act	CAL PDZ FP-1	CAL PDZ FP-2	Keap1-Nrf2 PPI	DAGLB inhibitor	LANA DNA inh	Rtt109 Vps75
CSCCC(NS(=O)(=O)c1cccc(C(F)(F)F)c1)C(=O)N(C)CCOc1ccc(Cl)cc1 (stereo not drawn)	-21	-10	-4	-16	.	0.2	-6	2	-1.1	5
COc1cc(OC)cc(C(=O)NCC(=O)Nc2ccc(-c3ccccc3)cc2)c1	.	-1	-9	-3	-7	-3.7	3	0	1.2	1
Cc1ccc2nc(NC(=O)CSCc3ccccc3)sc2c1	0	6	-5	-4	0	-3.3	2	2	-2.1	4
COc1cccc(OC)c1CNC(=O)CCSCc1ccccc1F	-2	-6	6	-1	-1	-2.1	2	-2	-2.7	-6
CN(C)Cc1ccccc1COc1ccccc1	-11	3	-14	3	.	-4.7	-2	5	0.9	15
CCC(C)N(C(=O)CSc1nncn1C)C1CCS(=O)(=O)C1 (stereo not drawn)	7	-17	-3	-3	-4	0.1	-4	-1	-1.0	-5
NS(=O)(=O)c1ccc(N/N=C/c2cn(-c3ccccc3)nc2-c2cccs2)c([N+](=O)[O-])c1	-104	-5	-1	2	2	-0.5	0	22	-0.9	-2
Cc1nnc(Sc2cc(C(=O)NCCCOC(C)C)c3ccccc3n2)s1	-16	2	-10	4	-1	-0.6	-1	0	-1.0	5
CN1CCN(NC(=S)NC2CCCC2)CC1	10	-10	-3	-1	-3	-0.9	1	0	-1.2	-2
CC(NC(=O)CN1C(=O)c2ccccc2C1=O)c1ccccc1 (stereo not drawn)	21	-10	-3	0	-4	0.4	3	-3	0.0	-4
COc1ccc(C(CNC(=O)c2c(C)nn(Cc3ccccc3)c2Cl)N2CCOCC2)cc1 (stereo not drawn)	2	-2	0	-1	3	-1.2	0	-3	2.0	3
Cc1cc(C)nc(SCC(=O)NNC(=O)c2ccccc2C)n1	.	-2	-7	-1	2	-2.1	0	-2	1.6	26
O=c1[nH]nc(Cc2ccc(-c3cccc(Cl)c3)o2)c2ccccc12	-28	-8	-5	9	3	-2.2	-6	2	0.2	11
CN(C(=O)c1cccc(Cl)c1)C1CCCN(Cc2ccccc2F)C1 (stereo not drawn)	14	1	-8	-5	-1	.	-3	-1	-3.3	2
O=c1c2ccccc2cnn1Cc1nnc(-c2cccs2)o1	13	-7	-13	-4	2	-0.9	-4	3	-1.4	0
Cc1nc2ccc(S(=O)(=O)NC(CC(C)C)C(=O)O)cc2s1 (stereo not drawn)	29	4	-8	3	.	-0.4	0	0	-1.0	2
CCOc1ccc(NC(=O)CSCc2cnn(-c3ccccc3)c2-n2cccc2)cc1	-18	-9	-3	2	-12	-0.7	2	-12	0.1	-1
O=C1CNC(=S)N1CCCc1ccccc1	7	-9	-2	4	-1	-2.3	-5	-1	1.7	-7
O=C1NC(=O)/C(=C\c2ccc(Br)o2)S1	23	-10	-3	-6	-6	-1.5	0	2	3.8	0
CC(=O)N(/N=C/c1cccc(C)c1)c1nc(-c2ccc(Br)cc2)cs1	-27	1	-4	-1	-1	-1.7	2	-3	1.0	-7
O=C(N/N=C/c1c(Cl)cccc1Cl)c1cccc(F)c1	5	0	-4	0	-1	.	1	0	0.5	-4
CCS(=O)(=O)n1c(Cc2cccs2)nc2ccccc21	23	-9	-15	-5	-2	-1.1	-1	-6	0.9	-2
Cc1ccccc1C1=N/C(=C/c2cccnc2)C(=O)O1	-1	-9	0	-5	-2	-2.4	-3	-1	1.5	-8
Cc1ccc(C(=O)NNC(=O)CSc2nnc3c(n2)[nH]c2ccc(F)cc23)cc1	10	5	-6	1	-5	-3.1	-1	0	0.1	8
Cc1ccc(Cn2c(-n3nc(C)cc3C)nc3c2c(=O)[nH]c(=O)n3C)cc1	7	10	-2	-1	.	-3.2	-7	2	0.4	-8
CCN1C[C@@H]2[C@@H]3C(=O)N(C)C(=O)[C@@H]3[C@](Cc3ccccc3)(C1=O)N2C(=O)c1ccc(Cl)c(Cl)c1	3	-1	-2	-6	9	-0.5	1	0	1.5	-11
Cc1cc(C(=O)N2CCN(c3ccc([N+](=O)[O-])cc3)CC2)no1	14	-2	-5	0	-2	-2.6	0	1	0.6	24
COCCC1CCCCN1C(=O)c1cc(COc2ccc(C)nc2)on1 (stereo not drawn)	-4	8	-5	0	-5	-1.2	3	0	-2.1	-7
CCCSc1nc2cc(S(=O)(=O)N3CCOCC3)ccc2n1CC	-3	-6	-10	-1	-2	-2.8	-2	-1	-0.7	2
CSc1cccc(NC(=O)COC(=O)C2(c3ccccc3)CC2)c1	-4	2	-5	-7	-6	-1.4	3	-2	-0.4	-3
COc1nc(N2CCCCCC2)nc(N2CCCCCC2)n1	11	-9	1	-3	-1	-2.2	-3	-12	1.7	.
O=C(CNC(=O)c1ccc(Br)o1)Nc1ncccc1O	27	5	-7	2	-3	-1.7	1	-1	1.0	11
CCOc1ccc(NC(=O)CN2CC(c3ccccc3)CC2=O)cc1 (stereo not drawn)	1	6	2	-4	-3	1.0	0	-2	-0.4	2
COc1ccccc1NC(=O)c1sc(Cl)nc1C	-14	-1	-9	4	.	-1.2	-2	-4	-0.9	3
O=C(NC1CCCCC1)N(CCO)Cc1cc2cc3c(cc2[nH]c1=O)OCCO3	8	0	-1	0	2	-2.1	-2	-1	0.2	.
Cc1ccccc1OCc1nc(-c2ccc(NC(=O)c3cccs3)cc2)no1	-36	-3	-4	3	-3	-0.5	-4	-7	-1.9	2
CC(=O)Nc1ccc(/C(C)=N/NC(=O)C2CC2c2ccccc2)cc1 (stereo not drawn)	-1	-12	2	-6	-6	-2.0	1	0	2.0	-1
CC1(c2ccccc2)NC(=O)N(CC(=O)N(c2ccccc2)C2CCS(=O)(=O)C2)C1=O (stereo not drawn)	21	-7	9	-3	.	-0.2	0	2	-1.5	3
COc1ccc(CNC2CCCC2)c(OC)c1OC	5	-6	4	-3	1	-1.1	1	1	-0.7	5
CN(C)C(CNC(=O)c1ccc(NS(=O)(=O)c2ccc3[nH]c(=O)[nH]c3c2)cc1)c1ccccc1 (stereo not drawn)	-7	-11	-2	0	-2	-2.1	0	-1	1.2	0
CCOc1ccc(CC(=O)N/N=C(\C)c2cccnc2)cc1OCC	15	-9	-11	-1	2	-3.4	-5	1	-0.8	9
CC(C)[C@H](NC(=O)Nc1ccccc1F)C(=O)O	19	1	-9	6	0	0.4	-4	-1	0.5	0
CC1=CC(C)(C)N2C(=O)C3(C(C#N)=C(N)Oc4cc(O)ccc43)c3c(C)c(C)cc1c32 (stereo not drawn)	42	2	8	-3	-2	-1.2	-4	2	-0.2	2
COC(=O)Cc1ccc(OC(=O)CCS(=O)(=O)c2ccc(Cl)cc2)cc1	27	-2	-14	2	-5	-1.9	0	2	-0.8	-13
CCNC(=O)CC1C(=O)N(c2ccc(F)cc2)C(=O)N1Cc1cccs1 (stereo not drawn)	16	-7	-20	14	6	-1.8	-1	0	-0.2	2
CCCNCc1cc(OC)c(OCc2ccccc2)cc1Br	-62	2	3	2	-5	0.1	-3	-1	2.6	14
CCC(C)Sc1cccc(-c2nc3ccc(Cl)cn3c2NCc2ccccc2)c1 (stereo not drawn)	-51	-9	3	-7	3	-0.2	-7	-37	-1.0	2
Cc1ccc(NC(=O)CSCC(=O)N2CCCc3ccccc32)cc1	31	-6	-6	2	-2	-3.6	3	-5	-0.3	3
COc1ccccc1Nc1nc(N)nc(CN2CCCCC2)n1	14	-10	-5	-5	-5	-1.2	6	-3	-10	-5
CSc1nnc(-c2ccc(S(=O)(=O)N3CCCC3)cc2)n1C	29	-2	-15	19	0	-2.5	0	2	-1.1	0
Cc1ccc(CC(=O)N2CCN(c3ccccn3)CC2)cc1	6	-11	-8	-7	-2	-0.7	-2	1	0.6	2
Cc1ccc2nc(Cl)c3cc(C(=O)N(CCN(C)C)Cc4ccco4)sc3c2c1	-19	-8	3	4	0	-9.1	0	-2	-0.1	4
CCn1c(SCC(=O)NCC(=O)Nc2ccc(F)cc2)nnc1-c1cccs1	26	5	9	-4	-2	0.0	5	-2	0.3	-1

Arranged by length of the SMILES (ascending): some entries from above.
SMILES	SR-BI DiI-HDL act	PKA-R2B activ	Cardiac RTF inh	cardiac RTF act	CAL PDZ FP-1	CAL PDZ FP-2	Keap1-Nrf2 PPI	DAGLB inhibitor	LANA DNA inh	Rtt109 Vps75
CCCNCc1cc(OC)c(OCc2ccccc2)cc1Br	-62	2	3	2	-5	0.1	-3	-1	2.6	14
COc1ccccc1Nc1nc(N)nc(CN2CCCCC2)n1	14	-10	-5	-5	-5	-1.2	6	-3	-10	-5
CC(C)[C@H](NC(=O)Nc1ccccc1F)C(=O)O	19	1	-9	6	0	0.4	-4	-1	0.5	0
Cc1ccc(CC(=O)N2CCN(c3ccccn3)CC2)cc1	6	-11	-8	-7	-2	-0.7	-2	1	0.6	2
Cc1ccc(NC(=O)CSCC(=O)N2CCCc3ccccc32)cc1	31	-6	-6	2	-2	-3.6	3	-5	-0.3	3
CCn1c(SCC(=O)NCC(=O)Nc2ccc(F)cc2)nnc1-c1cccs1	26	5	9	-4	-2	0.0	5	-2	0.3	-1
COC(=O)Cc1ccc(OC(=O)CCS(=O)(=O)c2ccc(Cl)cc2)cc1	27	-2	-14	2	-5	-1.9	0	2	-0.8	-13
Cc1ccc2nc(Cl)c3cc(C(=O)N(CCN(C)C)Cc4ccco4)sc3c2c1	-19	-8	3	4	0	-9.1	0	-2	-0.1	4
CC1=CC(C)(C)N2C(=O)C3(C(C#N)=C(N)Oc4cc(O)ccc43)c3c(C)c(C)cc1c32 (stereo not drawn)	42	2	8	-3	-2	-1.2	-4	2	-0.2	2

Assay outcomes as filed in PubChem.
